Screening results as filed in PubChem.
HSF1 inh – HSF1 inhibition; NIH3T3-HGL HSE-luciferase, MG132-induced, luminescence 8 h; stronger effect = lower value; activity change, negative = inhibition, % at 7.5 µM (by protocol); 300,000 compounds, 0.77% hits;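 active = more than half of replicate wells show activity change below -50%, luminescence cut by over half; inconclusive = some wells, but at most half, below -50%; inactive = no replicate well below -50%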;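 also: luciferase reports HSF-1 transcriptional activity via heat shock element; 0% = median of DMSO wells and -100% = zero luminescence signal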
IEC-6 tox – IEC-6 cytotoxicity, counter-screen for KLF5 inhibitors; inhibition, % at 5 µM; luminescence viability; 290,000 compounds, 0.78% hits; in the data active = inhibition above about 22%;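 also: 0% = plate median of test compound wells and 100% = cytotoxic reference compound wells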
AI-2 QS modul – modulators of Vibrio harveyi AI-2 quorum sensing system. AID 2094. activity change, % at 7.5 µM. 300,000 compounds, 0.4% hits. Vibrio harveyi JMH597 AI-2 luminescence/OD600 ratio, 9 h; stronger effect = lower value; strain lacks LuxN and CqsS sensors; 0 = neutral-control median; in the data active = activity change below about -75%, passing the limit was not always enough; inconclusive = no clear call, values can overlap the other calls;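 also: luminescence divided by OD600 gain over 9 h not by final OD600 alone; inactives centre near 13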
HSF1 activator – increases HSF-1 driven luciferase reporter signal. NIH3T3-HGL HSF-1 luciferase reporter, MG132, 8 h; 100% = twice DMSO control signal. AID 504408. 300,000 compounds, 1.7% hits. activation, % at 9 µM;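 active = mean replicate activation of at least 50% with a set share of replicates each reaching 50%; inconclusive = only one of those two conditions met; inactive = mean below 50% and too few replicates reaching it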;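 also: 0% = median of the neutral control wells and 100% = twice that signal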
HSP90 refold inh – blocks HSP90-mediated luciferase refolding in reticulocyte lysate | inhibition, % at 5.6 µM | Rabbit reticulocyte lysate, luciferase refolding luminescence, 3 h | 290,000 compounds, 0.91% hits | AID 1789;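 active = inhibition above the screen-wide mean plus 3 SD, computed separately per campaign, cut at about 16% in these data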;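 also: 0% = DMSO wells and 100% = 60 µM geldanamycin wells; inhibitors lower the luminescence because luciferase stays unfolded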
KLF5 inh – inhibitors of KLF5 expression; inhibition, % at 5 µM; 290,000 compounds, 0.23% hits; DLD-1 KLF5 promoter-luciferase reporter, luminescence;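 active = inhibition above a per-plate limit of that plate's mean compound inhibition plus 3 SD, cut at about 60% in these data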;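 also: 0% = DMSO wells and 100% = LY294002 at 200 µM; higher means less KLF5 promoter-driven luciferase light; inactives centre near -14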
aSyn UTR inh – MLPCN primary screen, SNCA 5' untranslated region | alpha-synuclein 5'UTR reporter, inhibitor activity | inhibition, % (tested at 7.5 µM) | 300,000 compounds, 0.82% hits | AID 1813; in the data active = inhibition above about 60%; inconclusive = no clear call, values can overlap the other calls;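 also: H4 neuroglioblastoma cells stably carrying SNCA 5'UTR luciferase fusion; 0% = DMSO wells and 100% = positive control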
HIF activator – HIF pathway transcriptional activation; AID 1910; activation, % at 7.5 µM (by protocol); 300,000 compounds, 0.32% hits; U2OS HRE-luciferase reporter, luminescence; normalized: DMSO 0%, desferrioxamine 100%;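 active = mean activation of at least 10% of the iron chelator positive control signal, with at least half of replicates also reaching 10%; inconclusive = mean and replicate majority disagree about reaching 10%; inactive = mean and most replicates under 10%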
Platelet DG rel – modulates dense granule release in human platelets | human platelet-rich plasma, SFLLRN dense granule ATP release, luminescence | 300,000 compounds, 0.22% hits | inhibition, %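 (compounds screened at 7.5 µM in platelet-rich plasma)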 | AID 1663;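 active = mean replicate score, as percent of positive control, at or above 50; inconclusive = mean below 50 but at least one replicate at or above 50; inactive = mean and every replicate below 50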
SKKanGAS inh – SKKanGAS growth inhibition; inhibition, % at 7.5 µM; 300,000 compounds, 1.3% hits; S. pyogenes SKKanGAS, kanamycin growth, BacTiter-Glo, 6 h;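 active = mean replicate score, as percent of positive control median, at least 50; inconclusive = mean below 50 but one replicate at or above 50; inactive = mean and every replicate below 50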;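 also: strain carries kanamycin resistance gene driven by streptokinase promoter and grows in 40 µg/ml kanamycin; loss of luminescence reflects streptokinase promoter inhibition or plain growth inhibition; 0% = median of DMSO wells and 100% = positive control at its reference dose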
* marks the source's active call; other numbers are inactive results; ? = inconclusive; nt = no result given; & = joins results of further samples. Not all compounds are listed; the hit share may differ from the screen's.

SMILES	HSF1 inh	IEC-6 tox	AI-2 QS modul	HSF1 activator	HSP90 refold inh	KLF5 inh	aSyn UTR inh	HIF activator	Platelet DG rel	SKKanGAS inh
CC1(C)CC(=O)c2cc(OCC(=O)N3CCN(Cc4ccccc4)CC3)ccc2O1	4.8	0.2	19.8	-4.5	-4.1	-30.3	-2.2	0.4	-3.8	-0.3
Cc1cc(C)nc(-n2c(C)nc3cc(Cl)ccc3c2=O)c1	-77.9*	-2.4	27.7	-82.6	-1.8	-3.7	-21.6	0.2	-12.3	2.2
CC(=O)N1CCN(Cc2ccc(Cl)nc2)CC1	-2.2	-9.6	22.8	19.5	2.3	-18.6	5.7	-14.3	-8.2	-3.4
COC(=O)C1=C(c2cc3ccccc3o2)C[C@@H]2CC[C@H]1N2C(=O)N1CCC(C)CC1	6.2	nt	7.8	14.5	nt	nt	28.2	-0.1	-5.4	6.4
OC1(c2ccc(F)cc2)CC2CCC(C1)N2Cc1nnnn1C1CCCC1 (stereo unspecified)	0.4	6.6	-5.1	-5.5	4.2	-11.8	11.3	nt	3.4	1.1
COc1cccc(C(=O)C2CCCN(C3CCOCC3)C2)c1 (stereo unspecified)	-4.8	2.7	10.9	-12.8	8.6	-20.4	-8.2	-0.1	-0.5	3.8
COC(=O)C1=C(c2cc3ccccc3s2)C[C@@H]2CC[C@H]1N2C(=O)N1CCCCC1	-3.2	nt	-0.2	-8.9	nt	nt	15.1	1.3	3.9	4.2
OC(CN1CCOCC1)c1csc2ccccc12 (stereo unspecified)	2.2	nt	10.4	13.0	nt	nt	-6.1	0.2	10.7	-8.1
C=Cn1ccnc1P(=S)(c1ccc(Cl)cc1)c1nccn1C=C	-3.8	-4.8	24.1	-2.7	-4.0	-20.2	-9.9	-0.7	-1.3	0.7
CC1CCN(CC(=O)c2ccccc2Cl)CC1	-23.1	-0.6	-14.4	-36.8	4.6	-14.7	-133.6	-40.4	-16.4	-6.8
c1ccc(C(OCCN2CCN(c3ncccn3)CC2)c2ccccc2)cc1	-6.6	nt	26.8	-5.7	nt	nt	50.9	0.3	-3.6	-6.9
Cc1cc(OCC(=O)NCc2ccncc2)c2c3c(c(=O)oc2c1)CCCC3	-1.8	11.0	21.1	-0.9	1.1	-17.3	37.4	-0.3	20.7	16.5
COP(=O)(OC)C(Nc1ccccc1)c1ccccc1 (stereo unspecified)	-5.2	-0.7	-2.5	4.5	4.6	-26.0	-3.2	3.0	-6.0	-17.6
COC(=O)c1cccc(N=Cc2c(O)n(Cc3ccc(F)cc3)c(=O)[nH]c2=O)c1	4.6	3.4	15.9	20.8	7.2	-0.2	12.7	1.0	-8.4	4.7
O=C(CN1CCOCC1)Nc1ccc(Br)cc1C(=O)c1ccccc1	1.2	-4.2	4.6	-1.9	2.7	3.0	10.2	nt	1.8	-9.1
CC(Cc1ccccc1)NC(=O)/C=C/c1ccc(Cl)cc1 (stereo unspecified)	10.0	4.2	-20.1	12.3	-5.5	-37.8	-33.2	0.4	6.8	-8.9
COc1cc(CNCCc2ccc3c(c2)OCO3)cc(OC)c1OC	5.7	0.0	0.8	21.5	1.8	-45.9	23.6	-0.2	0.0	-3.5
O=C1/C(=C/c2ccc([N+](=O)[O-])cc2)N2CCC1CC2	-1.1	1.1	4.1	2.2	0.6	-24.9	-40.4	-0.2	14.8	4.7
O=C(Nc1ccccc1)c1c(O)[nH]c(=S)[nH]c1=O	-1.3	nt	26.1	10.7	nt	nt	-16.1	-7.7	-1.4	9.7
COc1ccccc1CNCCc1ccc(F)cc1	-2.5	0.0	9.0	-2.6	-1.0	-11.5	-5.2	1.2	3.0	-5.7
CSc1ccccc1C(=O)C1CCCN(Cc2cccc(C)n2)C1 (stereo unspecified)	-3.2	8.5	13.2	-10.7	4.4	-17.6	-6.9	-0.2	0.7	28.9
Cc1ccc(C(=O)C2CN(C)CC2C(=O)c2ccc(C)cc2)cc1 (stereo unspecified)	2.0	-2.8	15.7	-6.0	-4.4	-99.7	-16.9	1.8	-2.2	-1.5
COc1cc2c(cc1OC)[C@@]13CCN4CC5=CCO[C@H]6CC(=O)N2[C@H]1[C@H]6[C@H]5C[C@H]43	1.9	3.6	33.1	-6.9	-2.3	-31.9	-10.1	-0.3	1.0	-0.7
Cn1nc(-c2ccc(OCC(=O)N3CCN(Cc4ccccc4)CC3)cc2)c2ccccc2c1=O	1.1&12.8	4.9&5.5	18.3&6.2	-2.4&39.6	-2.9&-2.0	-45.9&-36.7	0.7&-12.8	0.3&0.6	13.9&-7.8	5.5&-5.3
CCN1C(=O)C(=Cc2c(C)n(CC(=O)NCC3CCCO3)c3ccccc23)C(=O)N(CC)C1=S (stereo unspecified)	2.1	-3.4	17.2	-23.8	5.4	-1.6	-24.7	-0.5	5.2	1.5
CCN(CC)S(=O)(=O)c1ccc(N=Cc2c(O)n(-c3ccccc3)c(=O)[nH]c2=O)cc1	8.9	4.8	13.5	10.2	3.0	12.3	21.3	-0.3	14.0	-1.9
CC(c1ccc(F)cc1)n1cc(C(=O)NCc2ccc3c(c2)OCO3)nn1 (stereo unspecified)	2.7	-5.3	7.0	-7.1	-1.9	-20.8	16.5	-1.1	4.0	-8.5
NP(=O)(Oc1ccccc1Cl)Oc1ccccc1Cl	0.6	3.8	6.4	-4.3	2.3	-9.2	-10.8	0.8	-1.7	2.4
O=C(COc1ccccc1)c1cn(Cc2ccccc2)c2ccccc12	16.1	-8.7	-1.7	20.9	1.3	-27.9	-13.3	0.3	4.5	17.5
COc1cc(O)c(C(=O)O)c(-c2cc(O)c(O)cc2C)c1	14.1	nt	-6.2	7.3	nt	nt	-15.4	0.0	-1.1	4.6
C=CCn1c(O)c(/C(C)=N/N2CCCCC2)c(=O)[nH]c1=O	25.4	-4.9	17.3	67.0*	2.4	-2.0	6.6	-0.2	-1.6	1.8
COc1ccc(-c2nc3ccccc3c(=O)n2-c2cccnc2)cc1	-68.8*	5.6	5.1	-76.1	1.3	-24.5	-19.9	-0.7	-2.7	-3.7
CN1Cc2c(c(C#N)c(N)n(C)c2=S)CC1(C)C	-1.9	-5.5	14.0	7.6	2.9	-11.1	14.4	0.6	1.2	1.9
CC(=Nc1ccc(F)cc1)c1c(O)n(C)c(=O)[nH]c1=O	-4.7	-2.9	nt	4.0	3.0	-26.2	15.1	0.0	12.3	-2.0
O=C(Cc1ccccc1)N1CCN(Cc2ccc([N+](=O)[O-])cc2)CC1	-3.3	4.5	25.5	6.0	7.1	-9.5	-20.1	-0.2	3.7	6.1
CC(=O)N1N=C(c2cccnc2)CC1c1ccccc1O (stereo unspecified)	nt	-9.7	16.7	nt	-3.8	-9.7	24.5	0.3	4.5	-2.8
O=C(C1CCCO1)N1CCC2(CC1)OCCO2 (stereo unspecified)	-90.0*	5.5	7.0	-91.5	3.5	14.3	-0.3	-0.3	15.6	-3.8
O=c1c2ccccc2nc(-c2ccco2)n1-c1ccncc1	-13.7	4.2	22.6	-5.2	-1.5	-19.5	-6.5	0.2	3.7	2.1
[O-]c1ccccc1-[n+]1c(-c2ccccc2)cc(-c2ccccc2)cc1-c1ccccc1	-7.8	nt	33.0	-0.7	nt	nt	?	0.2	-7.3	0.3
NNC(=O)CN1C(=O)CN=C(c2ccccc2)c2cc(Br)ccc21	-10.5	3.7	5.1	-7.9	10.6	15.6	-21.2	-0.9	-20.8	-9.4
C=CCN1C(=O)/C(=C/c2ccc(N3CCOCC3)o2)C(=O)NC1=S	-8.2	-2.8	13.1	-10.7	-4.4	-40.2	-19.7	0.5	9.6	1.8
COc1cc(CN2CC3CC(C2)c2cccc(=O)n2C3)cc(OC)c1OC (stereo unspecified)	-3.6	-4.0	14.8	9.9	-1.1	-9.2	5.6	nt	-2.8	6.7
O=C([O-])c1ccc(-[n+]2c(-c3ccccc3)cc(-c3ccccc3)cc2-c2ccccc2)cc1	-6.0	nt	-5.1	-17.5	nt	nt	19.6	0.0	2.9	-1.0
COc1ccc(-n2c(O)c(C(C)=NCCN3CCNCC3)c(=O)[nH]c2=O)cc1	-2.0	-0.6	44.3	-3.0	3.5	-14.1	25.5	-0.6	1.5	-6.6
CCc1ccc(CN2CCCC(C(=O)c3sccc3C)C2)o1 (stereo unspecified)	17.4	-1.8	22.2	34.8	-4.2	-7.8	-13.1	-0.2	3.2	4.0
CC(=NCC1CCCO1)c1c(O)n(-c2ccccc2C)c(=O)[nH]c1=O (stereo unspecified)	-5.1	-3.4	17.7	4.2	-1.9	-23.0	-1.8	0.0	18.4	-0.5
CC(C)CNC(=O)c1c(N)n(Cc2ccco2)c2nc3ccccc3nc12	29.5	0.9	5.8	55.7*	0.3	10.1	-10.8	-0.7	-3.3	41.5
Nc1ccccc1C(=O)OC1CSC1	-4.6	-0.9	3.8	-18.3	-0.8	-20.0	0.6	0.3	-0.4	-4.8
C#CC1(O)CCC2C3CCC4=C/C(=N/OCC(=O)NCC(=O)NC(C(=O)O)C(C)C)CC[C@]4(C)C3CC[C@@]21C (stereo partly specified)	-6.1	0.4	2.4	-6.1	-1.6	-25.7	-21.6	-12.8	-3.2	2.7
COC(=O)C1=C(c2cc3ccccc3o2)C[C@@H]2CC[C@H]1N2C(=O)NCc1cccc2ccccc12	6.5	nt	7.0	1.8	nt	nt	9.6	-0.2	2.6	19.2
CN(C)Cc1ccccc1OC(=O)N(C)C	6.3	1.7	24.4	30.5	1.4	-58.7	-27.8	0.0	-9.9	-13.8
Cc1c2cnn(CC(=O)N3CCC4(CC3)OCCO4)c(=O)c2c(C)n1Cc1cccc(Cl)c1	6.5	-0.2	-13.5	6.7	-1.9	-25.2	-12.9	0.2	-0.1	0.6
CN1CC(C(=O)c2ccc([N+](=O)[O-])cc2)C(c2ccc(Cl)cc2)C1 (stereo unspecified)	-2.7	-5.7	3.1	-1.0	3.5	-2.8	0.1	-2.4	6.6	6.2
Cc1ccccc1NC(=S)NC(NC(=O)CF)C(Cl)(Cl)Cl (stereo unspecified)	-6.6	1.0	-2.3	-18.5	3.2	-24.5	-2.7	-0.3	4.1	-3.4
C/C(=N\Nc1ccccc1)c1c(O)n(Cc2ccccc2)c(=O)[nH]c1=O	1.3	-7.2	-49.5	-1.3	-0.9	-19.5	3.4	0.0	1.0	1.7
CC1CCCN(CC(=O)c2ccc(Cl)c(Cl)c2)C1 (stereo unspecified)	4.4	-2.8	-1.5	6.6	1.9	-18.0	4.8	0.4	-3.7	-5.2
CCC(C)n1c(O)c(/C=N/Nc2nc3c(c(=O)n(C)c(=O)n3C)n2C)c(=O)[nH]c1=S (stereo unspecified)	1.5	-3.1	17.5	3.2	-2.4	-24.4	14.1	1.6	-16.1	2.4
